High-throughput results deposited in PubChem by National Center for Advancing Translational Sciences (NCATS).
TCR act = activates T cell receptor signaling; primary human leukocytes, anti-CD3, IL-2 HTRF, 48 h; Potency, µM (doses to about 9.22 µM), for inactives: top-dose activation of IL-2 secretion, usual class: activators; 330,000 tested, under 10 active; note: % of control where 0% means no effect
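Activity was scored as IL-2 release from primary human leukocytes given only a TCR signal (a-CD3 beads) plus compound for 48 hr. Detection used a two-antibody HTRF format read at 665nm.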
Coupling enz = counter-screen for Giardia aldolase inhibitors: coupling enzyme system. AID 2472. activity change, negative = inhibition, % at 58.2 µM, hits read low. 290,000 compounds, 0.67% hits. coupling enzyme system counterscreen, AmpLite Red fluorescence; in the data active = activity change below about -30%; note: % is set by controls: 0 for no effect and ±100 for the full control effect
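Activity here indicates interference with the coupling reaction, not aldolase inhibition. Compounds at 57.5 uM final met coupling enzymes for 10 min at RT; substrate and AmpLite Red detection followed, with a 525/598 nm fluorescence read after 20 min.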
GALK inh = galactokinase (human) inhibition. 270,000 compounds, 0.007% hits. P51570. Purified GALK, Kinase-Glo residual ATP luminescence. Potency, µM (highest dose often 57.5 µM), without a hit: at the highest dose activity change, negative = inhibition, most hits filed as inhibitors; note: potency is the fitted concentration of half-maximal effect; % is set by controls: 0 for no effect and ±100 for the full control effect
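Luminescence from leftover ATP (Ultra-Glo luciferase/luciferin) served as read-out after a 1 h room-temperature reaction of 5 nM GALK with 35 uM ATP and 100 uM galactose.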
CXXC DNA block = MLL CXXC-DNA interaction inhibition. Q03164. MLL-CXXC / FITC-HOXA9 DNA fluorescence polarization. Potency, µM (highest dose often 115 µM), without a hit: at the highest dose activity change, negative = inhibition, usual class: inhibitors. 290,000 compounds, 0.037% hits. AID 2662; active = well fitted inhibition curve with a large enough effect in the polarisation, with a control signal flat, not every such curve was filed as active; inconclusive = small, poorly fitted or top-dose-only effect, or effect the other way, or a change in a side signal; inactive = no such curve, though single readings can be large or run the other way; the % refers to the polarisation; note: potency is the fitted concentration of half-maximal effect
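Steps: dispense CXXC domain solution (7 uM) → pin compounds or unlabeled HOX-A9 DNA control → 5 min ambient → add FLSN-HOX-A9 solution (50 nM) → spin → 30 min ambient → fluorescence polarization. Tris pH 7.5/NaCl/DTT/BSA buffer.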
Tb PFK block = inhibitors of T. brucei phosphofructokinase | Potency, µM (series often up to 57.5 µM), without a hit: at the top dose activity, negative = inhibition, most hits filed as inhibitors | AID 485367 | 330,000 compounds, 0.17% hits | T. brucei PFK, ADP-Glo luminescence;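 note: potency is the fitted concentration of half-maximal effect; 0% = uninhibited 1x PFK enzyme wells and -100% = no-enzyme wells; nearly all actives have a fitted effect of over 60% in size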
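1.25 nM PFK with 0.5 mM F6P and 0.1 mM ATP in 0.1 M TEA pH 8.0, 5 mM MgCl2, incubated 45 min at room temperature; ADP measured by ADP-Glo luminescence; compounds titrated up to 57 uM.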
AT treatment = candidate therapy for ataxia-telangiectasia. […] A-T fibroblasts, KAP-1 phosphorylation AlphaLISA; neocarzinostatin DNA damage 30 min before lysis. Potency, µM (top dose mostly 57.5 µM), inactives show top-dose activation, usual class: activators. 320,000 compounds, 0.19% hits. AID 485349; note: potency is the fitted concentration of half-maximal effect; % of control where 0% means no effect; nearly all actives have a fitted effect of over 45% in size
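hTERT-immortalized A-T patient fibroblasts ([…]), 500 cells/well in OPTI-MEM, 1% FBS, got compounds for 60 min, then NCS for 30 min at 37C. Lysates were then assayed for phospho-KAP-1 by AlphaLISA (anti-pKAP1 donor, anti-KAP1 acceptor beads), 6 hr at 25C.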
TSHR antagonist = human thyrotropin receptor antagonism; activity change, negative = inhibition, % at 11.5 µM; 330,000 compounds, 0.2% hits; TSHR-expressing cells, TSH-stimulated cAMP HTRF, 2 h; stronger effect = lower value; AID 504810;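 active = activity change below a set negative limit, meaning inhibition stronger than a set level, cut at about -70% in these data; inconclusive = activity change between two set negative limits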; note: % is set by controls: 0 for no effect and ±100 for the full control effect
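Competitive HTRF cAMP read-out (cryptate anti-cAMP antibody, cAMP-d2; 30 min, room temperature) in freshly harvested TSHR cells. Compounds added before TSH at EC80 (4nM final), followed by 2 hours' incubation at 37 deg C.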
BCR signal inh = chronic active BCR signaling inhibition; ABC-DLBCL IkBa-CBG/CBR reporter, luminescence ratio, 4 h; Potency, µM (titrated, usually from 46.1 µM), for the others: at the highest dose ratio change, negative = lower green/red ratio, hits mostly inhibitors; 340,000 compounds, 0.05% hits; AID 493014; active = well fitted inhibition curve with a large enough effect in the signal ratio, with a control signal flat, not every such curve was filed as active; inconclusive = small, poorly fitted or top-dose-only effect, or effect the other way, or a change in a side signal; the % refers to the signal ratio;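 note: potency is the fitted concentration of half-maximal effect; plate controls were basal doxycycline-induced cells for no effect and cells given 10 µM MG132 for full effect; MG132 reads +100%, hits lower the ratio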
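TMD8 human ABC-DLBCL cells with doxycycline-inducible IκBα–green luciferase fusion and unfused red luciferase, in 0.5% FBS medium; compounds up to 46 uM, 4 h at 37C. Green/red luminescence ratio, filter-overlap corrected, fitted to concentration-response curves.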
KCNH2 WT inh = KCNH2 (human, wildtype) channel inhibition. U2OS, BacMam KCNH2, thallium flux FluxOr; stronger effect = lower value. activity change, % at 1.84 µM. Q12809. 340,000 compounds, 0.37% hits. AID 720551;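 active = maximum activity change below -70%; inconclusive = maximum activity change between -70% and -50%; inactive = maximum activity change above -50%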; note: % is set by controls: 0 for no effect and ±100 for the full control effect
Target sequence (Q12809 whole entry, looked up): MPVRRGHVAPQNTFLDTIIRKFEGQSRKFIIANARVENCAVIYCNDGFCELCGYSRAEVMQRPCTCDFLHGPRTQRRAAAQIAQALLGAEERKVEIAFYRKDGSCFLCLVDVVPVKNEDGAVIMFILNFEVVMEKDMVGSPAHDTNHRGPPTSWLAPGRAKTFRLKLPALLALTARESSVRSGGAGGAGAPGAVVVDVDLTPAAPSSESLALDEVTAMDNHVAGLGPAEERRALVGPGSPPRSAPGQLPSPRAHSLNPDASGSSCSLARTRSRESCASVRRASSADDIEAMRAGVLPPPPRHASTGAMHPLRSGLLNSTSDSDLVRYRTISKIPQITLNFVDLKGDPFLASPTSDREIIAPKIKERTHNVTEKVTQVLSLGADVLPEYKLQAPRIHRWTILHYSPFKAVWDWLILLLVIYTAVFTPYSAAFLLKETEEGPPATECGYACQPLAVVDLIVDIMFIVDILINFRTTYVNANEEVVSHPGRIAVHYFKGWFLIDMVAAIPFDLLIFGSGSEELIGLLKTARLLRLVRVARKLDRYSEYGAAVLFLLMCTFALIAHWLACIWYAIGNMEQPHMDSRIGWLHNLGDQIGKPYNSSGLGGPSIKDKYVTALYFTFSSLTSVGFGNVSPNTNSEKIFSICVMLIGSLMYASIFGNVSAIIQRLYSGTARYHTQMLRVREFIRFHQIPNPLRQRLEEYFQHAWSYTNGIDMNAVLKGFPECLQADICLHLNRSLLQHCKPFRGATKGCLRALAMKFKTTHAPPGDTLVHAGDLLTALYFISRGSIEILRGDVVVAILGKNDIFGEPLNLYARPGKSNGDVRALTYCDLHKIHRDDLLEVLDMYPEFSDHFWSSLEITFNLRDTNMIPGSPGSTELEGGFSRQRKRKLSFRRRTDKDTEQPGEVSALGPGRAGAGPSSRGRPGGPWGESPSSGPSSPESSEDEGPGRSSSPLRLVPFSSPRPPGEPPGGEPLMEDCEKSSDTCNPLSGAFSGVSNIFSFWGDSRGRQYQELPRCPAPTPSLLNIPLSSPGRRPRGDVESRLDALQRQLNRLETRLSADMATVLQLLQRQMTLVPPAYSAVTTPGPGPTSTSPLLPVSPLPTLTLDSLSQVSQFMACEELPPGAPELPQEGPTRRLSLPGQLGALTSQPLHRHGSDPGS
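U2OS cells transduced with wild-type KCNH2 virus are loaded with FluxOr dye for 45 min, and thallium flux is measured in kinetic reads before and after stimulation buffer. Rate constants are normalized to DMSO controls.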
Giardia kill = kills Giardia lamblia; Giardia lamblia trophozoite viability; activity change, % at 7.66 µM, hits read low; 340,000 compounds, 0.15% hits; in the data active = activity change below about -80%; inconclusive = between about -30% and that limit;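 note: parasites exposed to compound for two days anaerobically before the ATP read; % is set by controls: 0 for no effect and ±100 for the full control effect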
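Killing of trophozoites was scored by loss of ATP luminescence after a 48 hrs anaerobic exposure to compounds at 37 deg C, using 100 cells per well.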
* = called active by the depositor; & = joins results of further samples; [ ] = remark or other dose. Unless noted, calls come from the whole dose curve; as a rule, active = well fitted curve in the direction sought with a large enough effect; inconclusive = small, poorly fitted or top-dose-only effect, or another doubt; inactive = no such curve, though single readings can be large; an effect the other way counts as inactive or inconclusive.

Start of the data: the first 2 compounds, ahead of the listing:
Screening Nc1ccccc1C(=O)N1CCC(O)(c2ccc(Cl)cc2)CC1 returned TCR act -5%, Coupling enz 0, GALK inh 0%, CXXC DNA block -14%, Tb PFK block 1%, AT treatment -10%, TSHR antagonist 12, BCR signal inh 0%, KCNH2 WT inh -2 and Giardia kill 10.
Screening CCOc1cc(-c2noc(N)c2C(=O)OC)cc(OCC)c1OCC returned TCR act -4%, Coupling enz 1, GALK inh 3%, CXXC DNA block 0%, Tb PFK block 16%, AT treatment -1%, TSHR antagonist 5, BCR signal inh inconclusive, KCNH2 WT inh 0 and Giardia kill -21.

Main list (from the top)
Screening Nc1ccccc1C(=O)N1CCC(O)(c2ccc(Cl)cc2)CC1 returned TCR act -5%, Coupling enz 0, GALK inh 0%, CXXC DNA block -14%, Tb PFK block 1%, AT treatment -10%, TSHR antagonist 12, BCR signal inh 0%, KCNH2 WT inh -2 and Giardia kill 10.
Screening CCOc1cc(-c2noc(N)c2C(=O)OC)cc(OCC)c1OCC returned TCR act -4%, Coupling enz 1, GALK inh 3%, CXXC DNA block 0%, Tb PFK block 16%, AT treatment -1%, TSHR antagonist 5, BCR signal inh inconclusive, KCNH2 WT inh 0 and Giardia kill -21.
Screening Cn1c(SCc2ccccc2)nc2c1c(=O)[nH]c(=O)n2C returned TCR act -3%, Coupling enz 1, CXXC DNA block 11%, Tb PFK block 1%, AT treatment 8%, TSHR antagonist 1, BCR signal inh -2%, KCNH2 WT inh 23 and Giardia kill -16.
CN(C)c1ccc(NC(=O)CCCc2ccccc2)cc1 was read as TCR act -3%, Coupling enz -11, GALK inh -3%, CXXC DNA block 2%, Tb PFK block -14%, AT treatment 2%, TSHR antagonist 4, BCR signal inh 2%, KCNH2 WT inh -1 and Giardia kill 8.
`CN(c1ccccc1)c1ccc(/C=C(\CCC(=O)O)c2nc3ccccc3s2)cc1[N+](=O)[O-]` gave TCR act -9%[46.1 µM], Coupling enz 1, GALK inh -7%, CXXC DNA block -9%, Tb PFK block 0%, AT treatment -5%, TSHR antagonist -23, BCR signal inh 0%, KCNH2 WT inh 0 and Giardia kill -9.
CCOC(=O)[C@H]1[C@H]2COc3ccc(Cl)cc3[C@@H]2N2C(=O)[C@@H](C)NC(=O)[C@@]12C was read as TCR act -10%, Tb PFK block 0%, AT treatment 0%, TSHR antagonist -4, BCR signal inh 1%, KCNH2 WT inh -6 and Giardia kill 5.
Cc1ccc(NC(=O)COC(=O)c2cc(=O)c3cc(F)ccc3o2)cc1 was read as TCR act -1%, Tb PFK block -11%, AT treatment 4%, TSHR antagonist 5, BCR signal inh -4%, KCNH2 WT inh -5 and Giardia kill 21.
Screening Cn1c(=O)[nH]c(=O)c2c1nc(OC(=O)c1ccccc1)n2CC(O)COc1ccccc1 (stereo not drawn) returned TCR act 3%, Coupling enz 3, GALK inh 4%, CXXC DNA block 2%, Tb PFK block 1%, AT treatment 2%, TSHR antagonist 14, BCR signal inh 5%, KCNH2 WT inh 9 and Giardia kill 6.
O=c1[nH]c2ccccc2cc1CN(Cc1cccnc1)S(=O)(=O)c1ccc(Cl)cc1 was read as TCR act 9%, GALK inh 0%, CXXC DNA block 7%, Tb PFK block 1%, AT treatment 9%, TSHR antagonist 2, BCR signal inh -4%, KCNH2 WT inh 54 and Giardia kill -16.
For CCOC(=O)CC1C(=O)NCCN1C(=O)c1c(Cl)cccc1Cl (stereo not drawn) the results were TCR act -4%, Coupling enz 1, GALK inh -1%, CXXC DNA block 3%, Tb PFK block -6%, AT treatment 7%, TSHR antagonist 10, BCR signal inh 1%, KCNH2 WT inh -26 and Giardia kill 5.
For CCOCc1cnc(C)nc1NCC(=O)c1c(C)n(C)c2ccc(OC)cc12 the results were TCR act 6%, Coupling enz -5, GALK inh -5%, CXXC DNA block -9%, Tb PFK block 5%, AT treatment 1%, TSHR antagonist -3, BCR signal inh inconclusive, KCNH2 WT inh 8 and Giardia kill -9.
`CC(=O)N1CCN(C(=O)COC(=O)CNC(=O)c2ccc(C)cc2)CC1` gave TCR act 0%, Tb PFK block 3%, AT treatment 2%, TSHR antagonist 1, BCR signal inh 5%, KCNH2 WT inh 5 and Giardia kill 24.
For CC1CC1C(=O)OCC(=O)N(C)CC(=O)Nc1ccc(F)cc1 (stereo not drawn) the results were TCR act -8%, Tb PFK block 2%, AT treatment -2%, TSHR antagonist 11, BCR signal inh -1%, KCNH2 WT inh -24 and Giardia kill 15.
`O=S(=O)(c1cccc(F)c1)N1CCN(C(=S)NCC2CCCO2)CC1` (stereo not drawn) gave TCR act 1%, Coupling enz 1, GALK inh 6%, CXXC DNA block inconclusive, Tb PFK block -1%, AT treatment 4%, TSHR antagonist 3, BCR signal inh 1%, KCNH2 WT inh 7 and Giardia kill -4.
`NS(=O)(=O)c1ccc2nc(NC(=O)C3CCCO3)sc2c1` (stereo not drawn) gave TCR act 8%[46.1 µM], Coupling enz 3, GALK inh 0%, CXXC DNA block 7%, Tb PFK block -2%, AT treatment 3%, TSHR antagonist 11, BCR signal inh 1%, KCNH2 WT inh 4 and Giardia kill -2.
For COC(=O)[C@@H]1C[C@@]2(O)[C@H](O)[C@H](O)[C@H](O)C[C@H]2N1Cc1cccc2ccccc12 the results were TCR act 3%, Coupling enz 1&0, GALK inh 0%, CXXC DNA block 11%, Tb PFK block 9%, AT treatment 19%, TSHR antagonist 6, BCR signal inh -2%, KCNH2 WT inh -11 and Giardia kill 1.
`O=C(C/C=N\OCc1ccc(Cl)cc1Cl)Nc1ccccc1` gave TCR act 1%, Coupling enz 0, GALK inh -8%, CXXC DNA block 14%, Tb PFK block inconclusive, AT treatment 3%, TSHR antagonist -11, BCR signal inh 2%, KCNH2 WT inh 3 and Giardia kill -1.
CCOc1ccc2nc(-c3ccc(OC)c(OC)c3)cc(C(=O)O)c2c1 was read as TCR act -1%, Coupling enz -10, GALK inh -3%, CXXC DNA block -11%, Tb PFK block 0%, AT treatment 4%, TSHR antagonist -9, BCR signal inh inconclusive, KCNH2 WT inh -7 and Giardia kill -20.
CC(C)OP(=O)(c1ccc(N(C)C)cc1)C(O)c1cccnc1 (stereo not drawn) was read as TCR act 2%, Coupling enz 3, GALK inh 0%, CXXC DNA block -6%, Tb PFK block 1%, AT treatment -8%, TSHR antagonist 12, BCR signal inh 4%, KCNH2 WT inh -3 and Giardia kill -1.
Cc1cc2cc(CCNC(=O)C3c4ccccc4Oc4ccccc43)c(=O)[nH]c2cc1C was read as Coupling enz 1, CXXC DNA block 85%[activator], Tb PFK block -1%, AT treatment 10%, TSHR antagonist 3 and BCR signal inh 0%.
COc1ccc(CC(=O)N2CCN(c3ccccn3)CC2)cc1 was read as TCR act -6%[46.1 µM], Coupling enz 1, GALK inh -3%, CXXC DNA block -2%, Tb PFK block 3%, AT treatment 12%, TSHR antagonist 5, BCR signal inh 1%, KCNH2 WT inh -10 and Giardia kill -10.
Screening CN(C)C(=S)SCC(=O)Nc1ccc(Cl)cc1Cl returned TCR act -2%[46.1 µM], Coupling enz 2, GALK inh 2%, CXXC DNA block -6%, Tb PFK block -1%, AT treatment 18%, TSHR antagonist 6, BCR signal inh 2%, KCNH2 WT inh 5 and Giardia kill -5.
For CSc1ccc(Cl)c(C(=O)NCCOc2cc(C(C)C)ccc2C)c1 the results were Coupling enz 1, GALK inh -3%, CXXC DNA block -3%, Tb PFK block 0%, AT treatment 7%, TSHR antagonist 0, BCR signal inh 3% and Giardia kill -24.
`C=CCn1c(C)cc(C(=O)Cn2c(C(C)O)nc3ccccc32)c1C` (stereo not drawn) gave TCR act 10%, Coupling enz 1, GALK inh -2%, CXXC DNA block -3%, Tb PFK block 1%, AT treatment -5%, TSHR antagonist -5, BCR signal inh -8%, KCNH2 WT inh -14 and Giardia kill -7.
Cc1nonc1-c1csc(N)n1 was read as Coupling enz -2, GALK inh 8%, CXXC DNA block 10%, Tb PFK block -2%, AT treatment 3%, TSHR antagonist 1, BCR signal inh 7%, KCNH2 WT inh -1 and Giardia kill 8.
Screening CC(C)Oc1cc(N)c(Cl)cc1Cl returned Coupling enz 0, GALK inh 11%, CXXC DNA block -5%, Tb PFK block -1%, AT treatment 4%, TSHR antagonist -2, BCR signal inh -4%, KCNH2 WT inh 10 and Giardia kill 29.
Screening CCc1nc(CN2CCN(Cc3ccc(F)c(F)c3)C(CCO)C2)c(C)[nH]1 (stereo not drawn) returned TCR act -3%, Coupling enz 2, GALK inh 1%, CXXC DNA block 5%, Tb PFK block 2%, AT treatment 2%, TSHR antagonist 3, BCR signal inh 0%, KCNH2 WT inh 25 and Giardia kill -28.
Screening CCOc1ccc(CSC2=NCCN2)cc1[N+](=O)[O-] returned TCR act -3%[46.1 µM], Coupling enz 0, GALK inh 0%, CXXC DNA block -5%, Tb PFK block -3%, AT treatment 0%, TSHR antagonist -2, BCR signal inh inconclusive, KCNH2 WT inh 8 and Giardia kill 1.
